All columns: NCI-60 one-dose screen, growth in % after 48 h at 10 µM unless noted; 100 = growth as untreated, 0 = no growth, -100 = all killed.
NCI/ADR-RES: NCI/ADR-RES ovarian cells; actives 4.4% (n = 81,000)
NCI-H23: NCI-H23 lung cancer. actives 4% (n = 80,000)
IGROV1: IGROV1 ovarian cancer. actives 4.7% (n = 79,000). AID 1794786
OVCAR-4: OVCAR-4 ovarian cancer cells; actives 3.7% (n = 80,000)
SK-OV-3: SK-OV-3 ovarian cancer cells; actives 3.2% (n = 80,000); AID 1794785
OVCAR-5: OVCAR-5 ovarian cancer. actives 2.9% (n = 82,000). AID 1794783
OVCAR-3: OVCAR-3 ovarian cancer | actives 7% (n = 79,000) | AID 1794787
OVCAR-8: OVCAR-8 ovarian cancer | actives 4.4% (n = 81,000)
NCI-H522: NCI-H522 lung cancer; actives 8% (n = 78,000); AID 1794739
* marks the source's active call; other numbers are inactive results; . = no result given; & = joins results of further samples. How the source made its calls: active means growth percent below 10; inactive means the rest.

SMILES	NCI/ADR-RES	NCI-H23	IGROV1	OVCAR-4	SK-OV-3	OVCAR-5	OVCAR-3	OVCAR-8	NCI-H522
O=C1Nc2ccccc2/C1=C/c1c[nH]c2ccc(C(=O)O)cc12	100	85	94	108	88	85	101	97	97
Cc1nn(C2CC(O)C(O)C(CO)O2)c(=O)[nH]c1=O (centres undefined)	113	105	122	116	96	96	.	102	102
CCOC(=O)C(C(C)=O)C(C(C)=O)C(=O)OCC (centres undefined)	108	101	112	93	101	105	119	103	78
Cc1ccc(S(=O)(=O)Oc2ccc(-c3ccccc3)cc2)cc1	103	103	106	83	115	114	117	109	96
O=C1c2c(c3c4ccccc4[nH]c3c3ccc4ccccc4c23)C(=O)N1CCN1CCNCC1	26	72	58	13	107	100	-48*	34	66
COc1cc(/C=C/C(=O)C(=Cc2ccc(F)c(F)c2)C(=O)/C=C/c2ccc(O)c(OC)c2)ccc1O	58	-25*	5.4*	39	94	115	-12*	11	-48*
O=[N+]([O-])c1cccc(Cl)c1	109	103	143	116	97	107	115	94	104
COc1ccc(OC)c(-c2cc(-c3c[nH]c4ccccc34)nc(N)c2C#N)c1	-34*	-9.7*	16	23	34	15	-23*	6.5*	-5.5*
CCN1CCN(Cc2ccc(NC(=O)Nc3cccc(-n4ccc5c(NC(=O)c6ccccc6)nccc54)c3)cc2C(F)(F)F)CC1	92	92	75	96	78	101	57	91	46
Cc1ccccc1C(=O)c1ccccc1	102	98	106	117	110	93	114	102	102
NC(N)=NCCC[C@@H](NC(=O)[C@@H](Cc1ccccc1)NC(=O)Cc1ccc(Cl)cc1)C(=O)NCC(=O)NCc1cn(CCNC(=O)C23CC4CC(CC(C4)C2)C3)nn1	99	101	96	106	110	100	109	102	95
C/C(=C(/c1ccc(Cl)cc1)c1ccc(OCCN)cc1)c1cccc(O)c1	114	.	99	97	127	105	101	95	100
c1cnc2c(c1)CCC[C@@H]2N(CCCN1CCNCC1)Cc1cc2ccccc2cn1	66	100	76	100	67	72	86	75	96
CSc1nc2ccccc2cc1Cc1cc(-c2ccccc2)n[nH]c1=O	96	91	94	86	93	96	99	98	97
COc1cc(/C=C2\CCCC3=C2NC(C)=NC3c2cc(OC)c(OC)c(OC)c2)cc(OC)c1OC (centres undefined)	14	34	31	42	44	11	28	5.9*	52
COc1cnc2c(c1)C(=O)c1c-2n(CCCNC2=NCCS2)c(=O)c2cc(Cl)ccc12	-14*	-52*	-57*	49	21	4.3*	-68*	-25*	-65*
COc1ccc(C2=Nc3c/c(=C\c4c(O)[nH]c5ccc(OC)cc45)ccc3=N2)cc1	81	79	98	85	86	107	83	68	61
Nc1c(N=Nc2ccc([N+](=O)[O-])cc2)cc(S(=O)(=O)O)c2ccccc12	97	90	98	93	101	96	100	102	92
Cc1ccc(N=NNc2ccc(C)cc2)cc1	101	102	83	97	72	92	98	98	40
C(=C\c1ccccn1)/c1ccncc1	97	80	.	91	111	92	111	109	86
C/C(=N/NC(=S)NC1CCCCC1)c1sc(Nc2ccc(Cl)cc2)nc1C	99	99	98	118	104	92	107	93	83
OC(CNc1ccc(CSc2ccccc2)cc1)c1ccccc1 (centres undefined)	93	96	97	100	99	99	102	105	94
COc1ccc2c(=O)cc(-c3cccnc3)oc2c1OC	98	97	99	106	97	94	97	108	105
COc1cc2c(c(OC)c1OC)-c1c(cc3c(c1OC)OCO3)C1OC2C(C)C1C (centres undefined) (tested in a mixture with another compound)	152	117	.	.	128	163	118	.	107
COc1ccc(C2=NN(C(C)=O)C(c3ccc4c(c3)OCO4)C2)cc1 (centres undefined)	87	90	109	.	107	88	103	96	.

(listing goes on)
SMILES	NCI/ADR-RES	NCI-H23	IGROV1	OVCAR-4	SK-OV-3	OVCAR-5	OVCAR-3	OVCAR-8	NCI-H522
COc1ccc2c(ccc[n+]2C)c1	106	100	85	92	107	100	83	95	55
O=C(OC(c1ccccc1)c1nccc2ccccc12)c1ccccc1 (centres undefined)	104	101	98	93	96	96	116	99	92
C/C(=C(/C)C1CC1CCN(C(=O)c1cccs1)S(=O)(=O)c1ccc(C)cc1)C1CCCCC1 (centres undefined)	101	93	99	84	108	105	109	101	88
CSc1nc(N)c2c(n1)NC(c1ccccc1)C1CCc3ccccc3C1=N2 (centres undefined)	36	39	40	42	86	121	44	42	46
CC(C)(C)c1nn(-c2ccccc2)c2c1COCN2Cc1ccncc1	111	114	85	102	92	112	127	176	.
NS(=O)(=O)c1ccc(N2C(=O)c3nccnc3C2=O)cc1	102	93	105	113	96	110	102	101	88
COc1cccc(-c2nn(C(C)(C)C)cc2-c2ccnc(NCCCNS(=O)(=O)c3ccc(F)cc3)c2)c1	88&103	92&106	82&109	94&106	113&115	99&101	95&116	96&103	82&100
C=CCn1c(C)nc2cc(Nc3nc(Nc4ccc5nc(C)n(CC=C)c5c4)nc4ccccc34)ccc21	101	94	102	100	104	107	108	99	99
O=C(c1ccc(Cl)cc1)C(O)c1ccc(Cl)cc1 (centres undefined)	98	91	104	96	95	95	102	105	.
CC(=Nc1ccc(Cl)cc1N)c1c(O)cc(C)oc1=O	94	101	104	103	100	108	119	104	.
O=C(O)CCCCCSc1nc(-c2ccccc2)cc(-c2ccccc2)n1	104	104	102	113	97	109	108	101	93
O=S(=O)(c1ccccc1)N(c1ccccc1)S(=O)(=O)c1ccccc1	95	90	98	88	96	102	103	104	82
CN1CCN(Cc2ccc(NC(=O)c3cncc(C#Cc4cnc5ccc(N6CCN(C)CC6)nn45)c3)cc2C(F)(F)F)CC1	-31*	.	-37*	11	92	61	-77*	-82*	82
COc1cc(CNC2CCCCC2)ccc1O	96	96	109	106	96	133	104	100	100
CCOC(=O)NC(N)=O	107&105	99&103	110&98	106&116	114&104	101	125&113	97&102	103&89
Nc1nc(Nc2ccc(Cl)c(Cl)c2)nn1Cc1cccc(Br)c1	56	54	24	62	80	70	48	81	53
COc1ccc(CC(=O)OCC(C)C)cc1	107	102	.	113	122	111	112	105	109
COc1ccc(N2[C@@H](CC3=CCCC3)[C@@]3(O)CC[C@@H](O)[C@@H](OC)[C@@H]3[C@@]2(C)[C@H](O)CC=C(C)C)cc1	77	84	85	68	88	101	63	72	63
Cc1ccc(S(C)(=O)=O)cc1	100	95	99	98	101	93	96	104	100
O=c1c2ccccc2sc2ccccc12	105	94	103	107	89	96	113	106	.
CCCCCc1cc(Br)c(OC)c(OC)c1	99	95	91	99	97	97	104	102	98
CC(COc1ccc(Cl)cc1Cl)OC(=O)COc1ccc(Cl)cc1Cl (centres undefined)	105	96	113	106	97	97	114	114	99
COc1cccc(Cn2ccc3c2-c2oncc2CC3)c1	89	97	104	97	101	92	94	95	87
COc1cccc(-c2nn(-c3ccccc3)cc2-c2ccnc(NCCCNS(=O)(=O)c3ccc(Cl)cc3)c2)c1	36	47	41	43	61	75	54	37	42
S=P(Oc1cc(Cl)c(Cl)cc1Cl)(N1CCN(c2cccc(Cl)c2)CC1)N1CCN(c2cccc(Cl)c2)CC1	94	97	96	108	99	96	.	98	97

(next part)
SMILES	NCI/ADR-RES	NCI-H23	IGROV1	OVCAR-4	SK-OV-3	OVCAR-5	OVCAR-3	OVCAR-8	NCI-H522
COc1cc(C2CC(c3ccc(Cl)cc3)=NN2C=O)ccc1OCCN(C)C (centres undefined)	95	81	102	83	78	90	96	93	.
COc1cc(NC(=O)COc2cc(O)c3c(=O)cc(-c4ccccc4)oc3c2)cc(OC)c1OC	99	102	111	105	101	106	119	101	97
COC(=O)CCCCCCCCCC(=O)O	105	102	115	107	104	117	117	104	90
C[n+]1cc[nH]c1CN(c1ccc(Cl)cc1)[C@@H]1c2cc(S(=O)(=O)N3CCCCC3)ccc2OC(C)(C)[C@H]1O	81	96	88	83	.	95	79	85	82
Nc1c(C(=O)c2ccccc2)sc2nc(-c3cccs3)cc(-c3cccs3)c12	24	67	66	63	46	85	12	55	-21*
COc1ccc(Oc2nc(NCCCCN(C)C)ncc2[N+](=O)[O-])cc1	101	100	96	99	100	98	104	103	93
Clc1cc(Cl)cc(N2N=C(c3cccc(Nc4ccncc4)c3)CC2c2ccc(Br)cc2)c1 (centres undefined)	51	64	12	2.4*	83	77	58	-14*	70
COc1nc2c(c(=O)[nH]1)C1(C(=O)Nc3ccccc31)c1c(nc(OC)[nH]c1=O)N2	100	104	100	106	114	102	103	97	84
CCOC(=O)c1cnc2cc(Cl)cc(Cl)c2c1Nc1cccc(S(N)(=O)=O)c1	101	99	106	.	108	103	112	100	101
COc1ccc(-c2cc(Cc3cccs3)c(=O)n(Cn3cncn3)n2)cc1	101	102	122	98	103	88	113	93	92
Cc1ccc(N(CC(=O)Nc2ccc(S(=O)(=O)N3CCC(N4CCCC4)CC3)cc2)S(=O)(=O)c2ccc(Cl)cc2)cc1	70	78	51	49	97	88	-22*	55	44
O=C(CS(=O)(=O)c1oc(-c2ccc(Cl)cc2)nc1S(=O)(=O)c1ccc(Cl)cc1)N1CCOCC1	28	49	74	-8.4*	93	38	6.8*	28	-15*
Nc1ncnc2nc(N3CCOCC3)[nH]c12	102	98	108	105	90	104	99	94	93
COc1ccc(/C=C2/SC(=O)N(c3nc(N4CCCC4)nc(N4CCCC4)n3)C2=O)cc1	97	91	106	98	106	96	112	99	.
N#Cc1c(N2CCOCC2)nc2sc3cc(Cl)c(Cl)cc3n2c1=N	108	91	.	99	85	134	121	98	81
Cc1ccc2nc(/C=C/c3ccc(N(C)C)cc3)cc(C)c2c1	25	42	49	86	31	73	-2.2*	41	25
O=C1c2ccccc2C(=O)N1c1ccc(Cl)cc1	96	106	98	91	102	98	104	102	85
COc1cc(-c2nc(-c3ccccc3)c(-c3ccc(Sc4ccccc4)cc3)[nH]2)cc(OC)c1O	104	97	99	109	107	107	104	106	89
Cc1ccc(C(=O)N(CCCN)[C@@H](c2nc3cc(Cl)ccc3c(=O)n2Cc2ccccc2)C(C)C)cc1	-30*	8.1*	8.4*	33	39	-18*	-14*	-12*	-46*
CCOC(=O)c1n[nH]n2c1nc(=O)c1cn(C)nc12	103	101	111	103	107	118	110	100	88
CCOc1ccccc1CC(O)CN(CC)CC (centres undefined)	109	105	109	123	104	117	108	93	76
COc1ccc([C@H](C)Nc2nc(Cl)nc3ccccc23)cc1	21	23	63	63	71	55	79	56	-0.6*
O=C(CN1CCCCCC1)Nc1nc2ccc(NCc3ccccc3)cc2s1	77	54	84	83	93	98	83	86	78
COC(=O)c1c(C(=O)OC)c2n(CC(=O)Nc3cccc4cccnc34)c3ccccc3n2c1C(=O)c1ccc([N+](=O)[O-])cc1	104	97	103	103	115	105	112	101	90
COc1ccc(Cc2nc(C#N)c(N3CCN(c4ccc(F)cc4)CC3)o2)cc1	95	86	77	79	90	87	97	103	74

13 successive records out of the list so far:
SMILES	NCI/ADR-RES	NCI-H23	IGROV1	OVCAR-4	SK-OV-3	OVCAR-5	OVCAR-3	OVCAR-8	NCI-H522
O=C1Nc2ccccc2/C1=C/c1c[nH]c2ccc(C(=O)O)cc12	100	85	94	108	88	85	101	97	97
Cc1nn(C2CC(O)C(O)C(CO)O2)c(=O)[nH]c1=O (centres undefined)	113	105	122	116	96	96	.	102	102
CCOC(=O)C(C(C)=O)C(C(C)=O)C(=O)OCC (centres undefined)	108	101	112	93	101	105	119	103	78
Cc1ccc(S(=O)(=O)Oc2ccc(-c3ccccc3)cc2)cc1	103	103	106	83	115	114	117	109	96
O=C1c2c(c3c4ccccc4[nH]c3c3ccc4ccccc4c23)C(=O)N1CCN1CCNCC1	26	72	58	13	107	100	-48*	34	66
COc1cc(/C=C/C(=O)C(=Cc2ccc(F)c(F)c2)C(=O)/C=C/c2ccc(O)c(OC)c2)ccc1O	58	-25*	5.4*	39	94	115	-12*	11	-48*
O=[N+]([O-])c1cccc(Cl)c1	109	103	143	116	97	107	115	94	104
COc1ccc(OC)c(-c2cc(-c3c[nH]c4ccccc34)nc(N)c2C#N)c1	-34*	-9.7*	16	23	34	15	-23*	6.5*	-5.5*
CCN1CCN(Cc2ccc(NC(=O)Nc3cccc(-n4ccc5c(NC(=O)c6ccccc6)nccc54)c3)cc2C(F)(F)F)CC1	92	92	75	96	78	101	57	91	46
Cc1ccccc1C(=O)c1ccccc1	102	98	106	117	110	93	114	102	102
NC(N)=NCCC[C@@H](NC(=O)[C@@H](Cc1ccccc1)NC(=O)Cc1ccc(Cl)cc1)C(=O)NCC(=O)NCc1cn(CCNC(=O)C23CC4CC(CC(C4)C2)C3)nn1	99	101	96	106	110	100	109	102	95
C/C(=C(/c1ccc(Cl)cc1)c1ccc(OCCN)cc1)c1cccc(O)c1	114	.	99	97	127	105	101	95	100
c1cnc2c(c1)CCC[C@@H]2N(CCCN1CCNCC1)Cc1cc2ccccc2cn1	66	100	76	100	67	72	86	75	96

Next records.
SMILES	NCI/ADR-RES	NCI-H23	IGROV1	OVCAR-4	SK-OV-3	OVCAR-5	OVCAR-3	OVCAR-8	NCI-H522
CNCCOc1nc2c3cnccc3cc(-c3cc(OC)c(OC)c(OC)c3)c2c2ccncc12	-28*	-49*	-16*	-2.0*	-34*	-9.1*	1.6*	-37*	-63*
O=C1OC2CC3CC1C2C3 (centres undefined)	109&103	108	117	104&101	100&101	94&99	112&122	97&108	94&106
COc1cc2nc(N3CCC[C@@H](NC(=O)c4ccco4)C3)nc(N)c2cc1OC	97	84	100	71	97	91	42	70	75
O=S(=O)(O)CCc1ccncc1	105	96	111	.	.	101	108	111	97
CC1=C2[C@H]3OC(=O)[C@@H](C)[C@@H]3CC[C@@]2(C)C=C/C1=N\O	120	105	109	115	91	102	119	103	99
COc1ccc(/C=C/c2nc(Nc3ccc(S(=O)(=O)Nc4nc(C)cc(C)n4)cc3)c3ccccc3n2)cc1	73	78	91	77	91	75	80	66	69
CCOC(=O)c1sc(=S)[nH]c1C	110	104	115	96	110	109	131	99	105
O=C(CC(c1ccccc1)(c1ccccc1)c1ccccc1)c1ccccc1	66	60	89	70	106	98	74	89	.
COc1cc(-c2nc(SCc3ccc(C)cc3)[nH]c(=O)c2C#N)ccc1OCc1ccccc1	103	106	116	98	108	105	.	101	96

High-throughput results from PubChem BioAssay.
